# FLuc inh – Firefly luciferase inhibition profiling of diverse chemical library using quantitative high-throughput screening | 2.5% of 76,000 active | Potency, µM (top dose mostly 115 µM), for the others: top-dose activity change, negative = inhibition, hits mostly inhibitors | purified P. pyralis luciferase, luminescence, biochemical | AID 1347043, 2019 | Luciferin 4-monooxygenase (Photinus pyralis), P08659; also: potency is read from the fitted curve at half-maximal effect; nearly all actives have a fitted effect of over 65% in size
#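 Purified 10nM P. pyralis luciferase with 10uM D-luciferin and 10uM ATP in 50mM Tris acetate pH 7.5, 10mM Mg acetate, 0.01% Tween-20, 0.05% BSA. qHTS titration; luminescence read by CCD imager.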
# IP6K1 inhibitor – Primary qHTS assay for small molecule inhibitors of Inositol hexaphosphate kinase 1 (IP6K1). AID 1645851, 2021. IP6K1 kinase, ADP-Glo luminescence, 2 h; active compounds read low. activity change, % (series mostly up to about 58 µM). Inositol hexakisphosphate kinase 1 (Homo sapiens), Q92551. 0.81% of 140,000 active; in the data active = activity change below about -25%
# Target sequence (Q92551 whole entry, looked up): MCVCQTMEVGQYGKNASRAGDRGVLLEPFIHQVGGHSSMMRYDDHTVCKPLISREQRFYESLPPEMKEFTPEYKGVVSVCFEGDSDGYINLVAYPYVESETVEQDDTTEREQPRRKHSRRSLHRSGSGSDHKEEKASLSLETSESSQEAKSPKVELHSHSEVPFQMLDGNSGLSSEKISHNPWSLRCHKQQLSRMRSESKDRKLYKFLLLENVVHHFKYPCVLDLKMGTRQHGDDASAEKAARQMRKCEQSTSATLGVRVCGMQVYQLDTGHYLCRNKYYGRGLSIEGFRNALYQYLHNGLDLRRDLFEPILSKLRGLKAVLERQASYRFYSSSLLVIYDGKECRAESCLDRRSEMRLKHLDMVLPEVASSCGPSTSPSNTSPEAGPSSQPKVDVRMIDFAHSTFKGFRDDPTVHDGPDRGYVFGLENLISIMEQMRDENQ
#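 ADP-Glo luminescence measures ADP made by human IP6K1 during a 2 h RT reaction with ATP/IP6 (mix at 1.3 mM/130 uM); top library doses 57.5 and 19.1 uM final.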
# HEK293 viab – GF-AFC viability counterscreen for inhibitors of alpha-synuclein gene (SNCA) expression | 0.12% of 150,000 active | AID 1671193, 2021 | Potency, µM (series often up to 57.1 µM), without a hit: at the top dose activity change, negative = cytotoxicity, most hits filed as cytotoxic | HEK-293-SNCA-luc viability, GF-AFC fluorescence, 24 h;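 also: potency is read from the fitted curve at half-maximal effect; 0% = DMSO-treated cells and -100% = medium-only wells without cells; nearly all actives have a fitted effect of over 30% in size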
#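 Cytotoxicity counterscreen: after 24 h compound treatment of genome-edited SNCA-luciferase HEK-293 cells, live-cell protease substrate GF-AFC read by fluorescence after 30 min; activity scaled between DMSO (0%) and medium-only (-100%), curves Hill-fitted.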
# GPT2 inhibitor – Primary qHTS assay for inhibitors of Glutamate pyruvate transaminase 2 (GPT2) | Potency, µM (series often up to 57.7 µM), for inactives: at the highest dose activity change, negative = inhibition, hits mostly inhibitors | 0.25% of 100,000 active | Recombinant GPT2, coupled pyruvate oxidase/HRP Amplex Red fluorescence | Alanine aminotransferase 2 (Homo sapiens), Q8TD30; also: potency is read from the fitted curve at half-maximal effect; nearly all actives have a fitted effect of over 60% in size; many of its hits are not listed in these tables
# Target sequence (Q8TD30 whole entry, looked up): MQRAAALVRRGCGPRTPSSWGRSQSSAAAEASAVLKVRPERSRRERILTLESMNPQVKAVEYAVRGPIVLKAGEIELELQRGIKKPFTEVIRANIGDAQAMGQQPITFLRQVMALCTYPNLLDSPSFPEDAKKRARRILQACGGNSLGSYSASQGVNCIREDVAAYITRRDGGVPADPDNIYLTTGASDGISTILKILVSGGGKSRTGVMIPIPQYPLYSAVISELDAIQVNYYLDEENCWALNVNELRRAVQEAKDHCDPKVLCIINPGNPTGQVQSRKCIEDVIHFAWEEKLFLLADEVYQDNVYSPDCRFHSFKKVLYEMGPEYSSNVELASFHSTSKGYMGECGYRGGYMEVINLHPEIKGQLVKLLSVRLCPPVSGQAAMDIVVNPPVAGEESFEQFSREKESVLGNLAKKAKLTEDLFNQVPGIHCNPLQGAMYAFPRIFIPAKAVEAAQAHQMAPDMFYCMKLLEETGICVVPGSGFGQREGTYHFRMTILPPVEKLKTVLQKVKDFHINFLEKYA
#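 GPT2 10ng/uL, a-KG 250uM, L-Ala 2mM, HEPES pH7.5 + 0.0001% Tween; 30 min RT. Then Amplex mix (PO/HRP/ThPP), 30 min RT dark, fluorescence. AOA 50uM used as positive control.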
# HEK293 tox – Cytotoxic Profiling in HEK 293 Cell Line of Diverse Libraries Using Quantitative High-Throughput Screening; 6.6% of 94,000 active; Potency, µM (top dose mostly 115 µM), without a hit: at the highest dose activity change, negative = cytotoxicity, hits mostly inhibitors; HEK 293 viability, ATP luminescence (CellTiter-Glo), 48-72 h; AID 1345083, 2018; also: potency is read from the fitted curve at half-maximal effect; nearly all actives have a fitted effect of over 60% in size
#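 qHTS cytotoxicity; HEK 293, 250 cells/well; compound pinned; 48 or 72 hr, 37 degree Celsius, 5% CO2, 95% humidity; CellTiter-Glo, 10 min RT; luminescence (ATP).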
# 3T3 cytotox – Cytotoxic Profiling in NIH 3T3 Cell Line of Diverse Libraries Using Quantitative High-Throughput Screening | Potency, µM (highest dose often 96.7 µM), for inactives: at the top dose activity change, negative = cytotoxicity, actives largely listed as inhibitors | NIH 3T3 viability, CellTiter-Glo ATP luminescence, 48-72 h | 4.3% of 94,000 active | AID 1345082, 2018; also: potency is read from the fitted curve at half-maximal effect; nearly all actives have a fitted effect of over 55% in size
#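 ATP-dependent luminescence (CellTiter-Glo) served as the viability signal for NIH 3T3 cells treated with compound for 48 or 72 hr at 37 °C.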
# SNCA expr inhib – Primary qHTS assay for inhibitors of alpha-synuclein gene (SNCA) expression; HEK-293 SNCA-luciferase knock-in, luminescence, 24 h; Potency, µM (top dose mostly 57.2 µM), for inactives: at the top dose activity change, negative = inhibition, most hits filed as inhibitors; 0.17% of 140,000 active; AID 1671194, 2021;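 also: potency is read from the fitted curve at half-maximal effect; plate controls were DMSO cells for no effect and cell-free wells for full effect; nearly all actives have a fitted effect of over 45% in size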
# Active calls of the source: *; i = inactive; ? = inconclusive; . = not tested or not shown; [ ] = another dose, or the depositor's remark. Unless noted, calls follow the shape of the dose curve; as a rule, active = well fitted curve in the direction sought with a large enough effect; inconclusive = small, poorly fitted or top-dose-only effect, or another doubt; inactive = no such curve, though single readings can be large; an effect the other way counts as inactive or inconclusive. Unless noted, % is scaled to controls: 0 for no effect and ±100 for the full control effect. No enrichment for hits; 7.7% or so of the library scored in one or more.
Structure	FLuc inh	IP6K1 inhibitor	HEK293 viab	GPT2 inhibitor	HEK293 tox	3T3 cytotox	SNCA expr inhib
Cn1cccc1C(=O)N1C[C@@H](NC(=O)Nc2ccc(F)cc2F)C[C@H]1C(=O)N[C@H](Cc1c[nH]c2ccccc12)C(N)=O	-1%	16	-10%	?	-20%	-2%	13%
COc1ccc(C2Cn3nnc(-c4nc(-c5ccc(C(F)(F)F)cc5)no4)c3CO2)cc1 (configuration not stated)	8%	8	-3%	i	-3%	-2%	8%
O=C(COc1ccc(F)cc1F)N1CCN(C(=O)C2CCCO2)CC1 (configuration not stated)	5%	10	1%	-28%	-14%	-18%	-4%
O=C(NCc1ccccc1)c1ccc2nnc(Cc3ccco3)n2c1	.	-14	6%	i	i	-3%	-1%
O=C1CCCN1CCCN1C(=O)[C@H]2CN(Cc3ccc(F)c(Cl)c3)C[C@H]2C1=O	-1%	4	-7%	i	5%	-12%	3%
Clc1cccc(-n2ncc3c(N4CCCCCC4)ncnc32)c1	.	-6	-2%	.	.	.	54%
COCCOC1CCOC2(CCN(C(=O)c3cnccn3)CC2)C1 (configuration not stated)	-4%	-19	-1%[12.5 µM]	-2%	6%	-13%	-4%
COCCOC1CCOC2(CCN(C(=O)c3nn(C)c4ccccc34)CC2)C1 (configuration not stated)	2%	-18	1%[12.5 µM]	i	13%	3%	-3%
CCn1c(NCc2ccc(OC)c(OC)c2)nc2ccccc21	.	-2	-4%	.	.	.	?
COc1ccccc1N1CCN(c2ncnc3onc(-c4ccc(F)cc4)c23)CC1	.	25	-3%	.	.	.	16%
O=C(NCCNC(=O)c1ccc(-c2cncnc2)cc1)Nc1ccc(Cl)cc1	.	0	.	.	?	-9%	.
O=C(Cn1c(=O)oc2cc(S(=O)(=O)N3CCCCCC3)ccc21)Nc1ccc(F)cc1F	.	18	1%	.	.	.	5%
CCOc1ccc(C(=O)Nc2cccc(OCc3cc(=O)n4ccccc4n3)c2)cc1	.	0	5%	.	.	.	4%
Cc1ccc(-c2noc(-c3nc(Cc4ccccc4)no3)n2)cc1	-21%	0	6%	-25%	-23%	-21%	13%
COc1ccc(C(=O)N2CCC(N3C[C@H](O)C[C@H]3C(=O)NCc3cccnc3)CC2)cn1	0%	9	1%	i	-1%	-3%	1%
O=C(COc1ccccc1)N[C@H]1[C@H](O)[C@H](O)C[C@@H]1c1ccc(C(F)(F)F)cc1	-4%[172 µM]	7	-15%[87.6 µM]	2%[88.5 µM]	?	-12%[174 µM]	?
CCCc1nn(-c2ccccc2)c(=O)n1CC(=O)N(C)Cc1cnn(C)c1C	-2%	-3	-22%	-2%	-6%	-20%	1%
CN(C)[C@@H]1CN(C(=O)c2ccc(F)cc2)CC[C@]1(O)c1ccccc1	6%	5	-6%	i	12%	i	6%
CC(C)(CC(=O)O)CC(=O)N[C@H]1CO[C@H]2[C@@H]1OC[C@@H]2n1nnnc1Oc1ccc(-n2cncn2)cc1	0%	14	0%	1%	i	0%	-1%
CCC1CCCCN1CC(=O)N1CCCc2c1c(=O)oc1ccc(OCc3ccccc3)cc21 (configuration not stated)	.	-17	-10%	.	.	.	-13%
Cc1cccc(-n2nc(C)c(CCC(=O)NC3CC3)c2Oc2ccccc2C)c1	4%	-7	-20%	-3%	?	?	5%
Cc1ccccc1CCNC(=O)c1ccc2c(c1)nc1n2CCOC1	.	-5	10%	.	.	.	-54%
Cc1ccc(Nc2ccnc(N3CCC(C(=O)N4CCC(Cc5ccccc5)CC4)CC3)n2)cc1	.	-12	-1%[12.5 µM]	1%	35µM*	?	-12%
Cc1nc([C@@H]2CN(C(=O)c3cc(C)n(Cc4ccco4)c3C)C[C@H]2C(N)=O)n[nH]1	-8%	12	21%	0%	i	5%	2%
O=C(c1nc2sccn2c1Br)N1CCC(N2CCCCCC2=O)CC1	-10%	-4	10%	i	-7%	-21%	4%
COc1cccc(S(=O)(=O)NCC(=O)N2CCCCCNC(=O)CC2c2ccccc2)c1 (configuration not stated)	8%	4	-20%	i	-3%	-11%	-3%
COCCOc1cc(C)c2c(c1C)C[C@H]([C@H](C)C(=O)Nc1ccccn1)CC2	-22%[172 µM]	4	-3%[87.6 µM]	-2%[88.5 µM]	?	?	3%[87.6 µM]
O=C(CN1C(=O)NC(c2ccc(Cl)cc2)C2=C1COC2=O)Nc1ccccc1 (configuration not stated)	-9%	2	-8%	i	?	?	?
CCOC(=O)n1ccn(C)c1=S	.	-3	-24%[23.9 µM]	-4%	.	.	7%[25.6 µM]
CCCN1CCN(CCCNC(=O)Cn2c(-c3cccs3)cc3ccccc32)CC1	.	8	-4%	.	.	.	-14%
O=C(NC1CCCN(c2ccnc3ccnn23)C1)c1cccc(Cl)c1 (configuration not stated)	.	-3	-19%	i	?	?	8%
O=C1CCN(S(=O)(=O)c2ccccc2)CCCN(C2CCOCC2)CCN1	7%	-1	-15%	i	-5%	-7%	2%
COc1ccc(NC(=O)CCNS(=O)(=O)c2ccc3c(c2)CCCC(=O)N3)cc1	.	10	-16%	.	.	.	-11%
COc1ccc(Nc2nc(C)nc(N)c2S(=O)(=O)c2ccccc2)cc1	.	2	3%	.	.	.	-7%
CCOc1ccc(C(=O)Nc2cc(-c3nc4ccccc4o3)ccc2C)cc1Cl	.	10	5%	.	.	.	?
CCOC(=O)N[C@H](Cc1c[nH]c2ccccc12)C(=O)Nc1cccc(Cl)c1	.	-1	-10%	.	.	.	-11%
Cc1ncccc1C(=O)N1CCC2(CC1)CC(N(Cc1ccccc1)C1CC1)CCO2 (configuration not stated)	12%	4	-10%	i	?	-15%	5%
COCc1cc(C[C@@H]2CC[C@H](O)[C@@H](CN(C(=O)Nc3ccccc3OC)C(=O)Nc3ccccc3OC)O2)no1	-4%	-6	1%	-6%	?	-23%	-26%
COc1ccc(C(=O)N2CCC(n3c(C)cnc3-c3ccccc3)CC2)c(OC)c1	-28%	10	?	-2%	?	-14%	38%[activator]
COc1ccc(CNC(=O)c2noc(-c3ccc(F)cc3)n2)c(OC)c1	0%	-3	-4%	-5%	?	?	4%
Cc1ccc(C(=O)N2CCC(c3noc(C4CC4)n3)C2)cn1 (configuration not stated)	0%	-1	3%	i	12%	i	3%
COc1cccc(CNC(=O)c2cc(-c3cc(Cl)cc(Cl)c3)nc3c2cnn3C)c1	.	11	-4%[12.5 µM]	-4%[88.5 µM]	?	?	67%[activator][87.6 µM]
COc1cc2nc(NCCc3ccc(Cl)cc3)n3nc(-c4ccccc4)nc3c2cc1OC	.	23	-15%	.	.	.	-20%
O=C(O)CC1COCCN1Cc1ccsc1 (configuration not stated)	-7%	-9	9%	-11%	-1%	i	-2%
O=C1CCCc2cc(S(=O)(=O)N3CCCC(C(=O)NCc4ccc(Cl)cc4)C3)ccc2N1 (configuration not stated)	.	2	4%	.	.	.	26%
Cc1cc(C)n(Cc2cccc(C(=O)N[C@@H]3CCNC[C@H]3O)c2)n1	4%	-21	0%	-2%	-2%	0%	-4%
O=C(NC1CCN(c2cc(-c3cccs3)[nH]n2)CC1)c1cccc(OC(F)(F)F)c1	6%	12	-4%	-10%	?	-70%	3%
CCCCN(CC)CCCNC(=O)Cn1ncc2c3ccccc3n(Cc3ccccc3F)c2c1=O	.	-1	1%	.	.	.	?
O=C(Nc1cc(F)ccc1F)c1cc2nc(-c3ccco3)cc(C(F)(F)Cl)n2n1	.	-26*	8%	.	.	.	-21%
Cn1ncc2c(C(=O)Nc3cccc(Cl)c3)cc(-c3ccc(C(F)(F)F)cc3)nc21	.	-11	.	.	?	?	.
CC(c1cccs1)N(C)Cc1ccc(N(C)C)cc1 (configuration not stated)	7%[172 µM]	-1	-3%[87.6 µM]	i	-14%[172 µM]	-13%[138 µM]	0%[87.6 µM]
COc1ccc(-c2cc(N3CCCN(C(=O)c4ccc5nc[nH]c5c4)CC3)n[nH]2)cc1	-1%	1	7%	-22%	-21%	-7%	6%
O=C1CCN(S(=O)(=O)c2cccs2)CCCCCCN1	6%	2	-8%	i	i	-1%	14%
O=C(NCCc1ccc(Cl)cc1)c1ccc2nnc(-c3cc(C(F)(F)F)cc(C(F)(F)F)c3)n2c1	.	-1	-27%	i	20µM*	25µM*	?
CCCNc1ccc(-c2nc(-c3ccncc3)no2)cc1[N+](=O)[O-]	.	15	-4%	.	.	.	50%[activator]
Cc1occc1C(=O)N1CCC(N2CCCC(C(=O)NCc3ccccn3)C2)CC1 (configuration not stated)	7%	18	-12%	i[11.5 µM]	4%	4%	-25%
O=C(NCCc1ccco1)C1CC(=O)N(c2n[nH]c3cc(Br)ccc23)C1 (configuration not stated)	4%	-11	-6%	-11%	-25%	i	-14%
Cc1ccc(-n2nc(C(=O)N3CCN(c4cccc(C(F)(F)F)c4)CC3)c3c4ccccc4n(C)c3c2=O)cc1	.	9	8%	.	.	.	17%
Cc1c[nH]c2ncnc(N3CCC(CN)(C(=O)Nc4cccc(OC(=O)N(C)C)c4)CC3)c12	.	-8	-24%	5%	.	.	.
Cc1cccc(OCC(=O)OCc2cc(=O)n3nc(C4CC4)sc3n2)c1	.	5	-4%	.	.	.	-13%

# The list goes on.
Structure	FLuc inh	IP6K1 inhibitor	HEK293 viab	GPT2 inhibitor	HEK293 tox	3T3 cytotox	SNCA expr inhib
COc1cccc(CN2CCCC(O)(CN3CCC4(CC3)OCCO4)C2=O)c1 (configuration not stated)	-7%	17	3%	?	-19%	-11%	34%[activator]
CC(=O)Nc1ccc(-n2c(CCC(=O)O)ccc2-c2ccc(Br)cc2)cc1	.	-41*	2%	.	.	.	-8%
CCOc1cccc(CN2C[C@@H]3C(=O)N(CCN4CCc5ccccc5C4)C(=O)[C@@H]3C2)c1	1%	-3	-8%	i	?	?	-28%
COc1ccc(Cn2ccc3nc(C)c(C(=O)NCc4cccc(OC)c4)cc3c2=O)cc1	.	-12	-19%	.	.	.	-18%

# Compound activity from PubChem.
